# High-throughput results as filed in PubChem BioAssay.
# Yeast growth tox = Inhibits yeast growth, turbidity readout | S. cerevisiae wild-type growth, A595 turbidity, 16 h | growth inhibition, % at 25 µM (by protocol) | 30,000 compounds, 0.3% hits;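 active = mutant and wild-type yeast strains alike exhibit over 30% growth inhibition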;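 also: 0% = untreated cell controls and 100% = YPD media blanks without cells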
#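 Schedule: 16 h growth with compound, 30 °C. System: yeast, wild-type or eIF2Bepsilon-R284H mutant. Doses: one dose, 25 µM compound[…]. Buffer or medium: YPD. Signal: turbidity measured as absorbance at 595 nm. Read-out basis: growth inhibition (%) versus cell controls and blanks.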
# Yeast eIF2B = modulators of yeast eIF2B activity | S. cerevisiae eIF2B-epsilon R284H, GCN4-lacZ luminescence | 27,000 compounds, 0.91% hits | inhibition, % at 25 µM (by protocol);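 active = mutant luminescence inhibited past about 50% while wild type luminescence and mutant growth stay under set limits, limit read from the data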; also: some compounds called inactive have numbers as strong as hits
#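 Material: yeast eIF2B-epsilon R284H mutant carrying GCN4–beta-galactosidase fusion. Medium: YPD yeast growth medium. Incubation: 16 h growth with compound at 30 °C, 90 min Beta-Glo step. Signal: Beta-Glo luminescence plus absorbance at 595 nm. Evaluation: % inhibition of reporter signal and growth versus controls. Doses: 25 µM single dose.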
# Yeast growth tox inhibition % = second read-out of Yeast growth tox, no call of its own (marks repeat the call); growth inhibition, %; S. cerevisiae eIF2Bepsilon-R284H mutant growth, A595 turbidity, 16 h;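 each compound tested once at 25 µM; 0% equals untreated cells and 100% equals cell-free medium blanks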
# Yeast eIF2B mutant toxicity = also measured in Yeast eIF2B; calls as there; growth inhibition, %; measured here: mutant yeast growth, toxicity;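 each compound tested once at 25 µM; zero equals untreated control growth and 100 equals blank medium absorbance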
# Active calls of the source: *; . = no result given.
# Sequence of screens – Yeast growth tox	Yeast growth tox inhibition %	Yeast eIF2B	Yeast eIF2B mutant toxicity
O=C(N/N=C/c1ccco1)c1cc(-c2ccc3ccccc3c2)n[nH]1
 : 41	25	-4	25
CCN(CC)S(=O)(=O)c1cc(C(=O)Nc2nncs2)c(Cl)cc1Cl
 : -6	-15	-12	-15
O=C(Nc1nc(-c2ccccc2Cl)cs1)c1cccnc1
 : 2	13	.	.
O=C1NCCCC1C(=O)Nc1cccc(C(F)(F)F)c1 (stereo not drawn)
 : 4	17	-1	17
COc1ccc(C2(O)CCN(C(=O)c3c(F)cccc3F)CC2)cc1
 : -5	0	13	.
Nc1nnc(-c2ccncc2)s1
 : -12	-9	15	-9
CCc1c(C)sc(NC(=O)c2cccs2)c1C(N)=O
 : 23	21	.	.
O=C(Nc1ccccc1)Nc1ccc2snnc2c1
 : .	.	3	.
CCSc1nc(-c2ccccc2)c(C#N)c(=O)[nH]1
 : .	.	12	.
Cc1nc2cc(NS(=O)(=O)c3c(C)c(C)cc(C)c3C)ccc2s1
 : -4	-3	27	-3
O=C(CN1CCOCC1)Nc1ccc(Br)cn1
 : -14	-3	-12	-3
O=C(NCc1cccs1)c1noc2c1CCCCC2
 : 10	-4	22	-4
Cc1ccc2cc(CN(C(=O)c3ccco3)c3ccccc3)c(=O)[nH]c2c1
 : -29	-25	5	-25
CN1CCN(Cc2c(O)c(Cl)cc3c(-c4ccccc4)cc(=O)oc23)CC1
 : -6	3	-9	3
CCOC(=O)C(C(=O)OCC)C(CC(=O)C1CC1)c1ccccc1 (stereo not drawn)
 : -10	-26	33	-26
COC(=O)Nc1ccc2c(c1)ncn2C1CCCCC1
 : -14	4	35	4
O=C(Nc1ccc(Cl)cc1Cl)C1=Cc2ccccc2OC1
 : 25	6	9	6
CC(C)(C)C1CCC2(CC1)NC(=S)N(c1ccccc1)N2 (stereo not drawn)
 : 2	-5	-21	-5
O=C(c1ccccc1)N1CCN(c2ccccc2F)CC1
 : 9	26	-11	26
COc1ccccc1NC(=O)N1CCN(c2ccc(F)cc2)CC1
 : 11	0	32	.
Cn1cnc2c1c(=O)n(Cc1cccc(Br)c1)c(=O)n2C
 : -6	0	-16	.
CCC(=O)N(Cc1cc2c(C)cc(C)cc2[nH]c1=O)C1CCCCC1
 : .	.	-11	.
CC(C)N(C(=O)CSc1nn2c(=O)c(C(C)(C)C)nnc2s1)c1ccccc1
 : -4	-23	25	-23
CC(=O)Cc1nsc(NC(=O)c2cccs2)n1
 : -10	-5	24	-5
CCCCCCc1cc2cc(-c3nnc(-c4ccccc4OC)o3)c(=O)oc2cc1O
 : 12	29	17	29
c1nnnn1C12CC3CC(CC(C3)C1)C2
 : 22	16	15	16
CCOc1ccccc1NC(=O)Nc1cccc(C(C)=O)c1
 : 3	24	.	.
COc1ccc2c(-c3ccccc3)cc(N3CCOCC3)nc2c1
 : 34	14	25	14
Cc1ccnc(NC(=O)c2ccc(NC(=O)c3ccco3)cc2)c1
 : -13	-8	8	-8
CC(Oc1ccccc1)C(=O)Nc1ccccc1F (stereo not drawn)
 : 17	22	20	22
C/C(=N\NC(=O)Cc1cccn1C)c1cccc2ccccc12
 : 0	5	.	.
O=C(c1ccc2c(c1)OCO2)N(c1ccc(F)cc1)C1C=CS(=O)(=O)C1 (stereo not drawn)
 : -4	-3	56*	.
COc1cc(C(=O)Nc2nc3ccccc3s2)ccc1OCc1c(C)noc1C
 : 38	-17	.	.
COc1ccc(-c2nnc(-c3cc4c(ccc5ccccc54)oc3=O)o2)cc1
 : 16	0	-5	.
O=C(Nc1nnc(-c2ccccc2)s1)c1ccc(Cl)c(S(=O)(=O)N2CCOCC2)c1
 : -24	-12	17	-12
CCOc1ccc(-n2c(SCC(N)=O)nc3c(c2=O)SCC3)cc1
 : -5	5	27	5
O=C(O)CCCc1nc2ccccc2s1
 : .	.	-2	.
CCN(CC)c1ccc2cc(-c3nc4ccccc4n3C)c(=O)oc2c1
 : -63	-38	-36	-38
Cc1cc(N(C(=O)c2ccco2)C(C(=O)NC2CCCCC2)c2ccccc2)ccc1-n1cnnn1 (stereo not drawn)
 : 24	-15	18	-15
COc1ccc(NC(=O)CN(c2cccc(C(F)(F)F)c2)S(C)(=O)=O)cc1OC
 : 10	18	21	18
O=C(CSc1n[nH]c(=O)n1C1CC1)Nc1cc(Cl)ccc1Oc1ccccc1
 : 9	-5	-38	-5
CN1c2ccccc2N(C)C1c1c(O)ccc2ccccc12
 : 20	12	30	12
COCCn1c(SCC(=O)Nc2ccc(NC(=O)c3ccco3)c(OC)c2)nc2ccccc2c1=O
 : 20	5	18	5
CCOc1cc(C)nc(NCc2ccccc2)n1
 : 16	5	.	.
O=C(NCc1cccs1)C(NS(=O)(=O)c1cccc2nsnc12)c1ccccc1 (stereo not drawn)
 : 6	11	14	11
O=C(CN1CCN(c2ccccc2)CC1)Nc1cccc(C(F)(F)F)c1
 : 5	11	17	11
CCC(CC)C(=O)NC12CC3CC(CC(C3)C1)C2
 : -7	3	28	3
Cc1ccc2c(c1)CC1(CN2C)C(=O)OC2(CCCCC2)OC1=O
 : 22	-15	-1	-15
Cc1ccccc1NS(=O)(=O)c1ccc(N2CCCC2=O)cc1
 : -22	12	-7	12
Cc1ccc(-n2[nH]c(C)c(C=Nc3ccc(C)cn3)c2=O)cc1
 : 12	11	.	.
CC1=C(C)CS(=O)N(c2ccc(S(N)(=O)=O)cc2)C1 (stereo not drawn)
 : -16	-4	29	-4
COC(=O)CSc1nnc(-c2cccnc2)n1-c1cccc(OC)c1
 : 1	-4	37	-4
O=c1c2c3nc4ccccc4nc3n(CCN3CCOCC3)c2ncn1CCN1CCOCC1
 : 29	0	18	.
c1ccc2[nH]c(CSc3nc4ccccc4o3)nc2c1
 : 15	22	-1	22
COc1ccc(C)c(Cn2c(-c3nonc3N)nc3ccccc32)c1
 : -23	-23	18	-23
CCN(CCCNC(=O)C1CCC(=O)N1Cc1ccc(F)cc1)c1cccc(C)c1 (stereo not drawn)
 : -17	-12	7	-12
CC1(c2ccc3c(c2)OCO3)NC(=O)N(CC(=O)NCCC2=CCCCC2)C1=O (stereo not drawn)
 : 2	7	-15	7
CCc1cccc(NC(=O)C2CCN(S(=O)(=O)c3cccs3)CC2)c1
 : 12	10	-2	10
COc1ccc(Cn2c3nc4ccccc4nc3c3c(=O)n(Cc4ccco4)c(C)nc32)cc1
 : 8	-21	11	-21
CCN(CCCNC(=O)C1CCC(=O)N1Cc1ccccc1Cl)c1cccc(C)c1 (stereo not drawn)
 : 19	3	17	3

# Next part:
# Sequence of screens – Yeast growth tox	Yeast growth tox inhibition %	Yeast eIF2B	Yeast eIF2B mutant toxicity
O=C1C(=O)N(CCN2CCCCC2)c2ccccc21
 : .	.	-2	.
Cc1ccc(Cn2cnc3sc4c(c3c2=O)CCC4)c(C)c1
 : -5	-13	33	-13
Cc1ccccc1N1C(=O)C2C3C=CC(C2C1=O)N(C)C3=O (stereo not drawn)
 : 13	-5	.	.
O=C(C1CC1)N1CCc2cc(S(=O)(=O)N(CCO)Cc3ccccc3)ccc21
 : 8	8	-20	8
O=C(COc1ccccc1)N1CCN(c2nnc(-c3ccccc3)c3ccccc23)CC1
 : 5	7	14	7
CS(=O)(=O)N(Cc1ccccc1)c1ccc(C(=O)Nc2ccc3c(c2)OCO3)cc1
 : -3	-3	24	-3
CCCc1cc(C(=O)Cc2ccc(F)cc2)c(O)cc1O
 : 21	23	-54	23
CCNc1nc(NC(C)C)nc(N(C#N)CCOc2ccc(Cl)cc2Cl)n1
 : -14	-8	-24	-8
COc1ccc(S(=O)(=O)NC(C)C(=O)O)cc1 (stereo not drawn)
 : 25	19	4	19
Brc1ccc(-c2csc(NNC3=NCCCCC3)n2)cc1
 : -11	-5	-33	-5
Cc1cc(=O)n2[nH]c(SCc3ccccc3)nc2n1
 : 9	-10	33	-10
CCOC(=O)CSc1nc2ccccc2n1CC(=O)NC(C)(C)C
 : 15	-16	18	-16
N#Cc1ccc(COC(=O)CSc2nnc(C3CCCCC3)n2N)cc1
 : -1	-18	23	-18
Cc1cccc(OCC(=O)Nc2nnn(C)n2)c1C
 : .	.	-21	.
COc1ccc(C(=O)Nc2cc(Cl)ccc2Cl)c(OC)n1
 : 11	4	20	4
O=C1c2ccccc2OC2(C=Cc3ccccc3O2)N1Cc1ccccc1 (stereo not drawn)
 : 10	16	10	16
COC(=O)Cn1c(CCS(=O)(=O)c2ccc(C)c(C)c2)nc2ccccc21
 : 34	14	24	14
S=C1N(c2ccccc2)C(c2cccc3ccccc23)N2CCCN12 (stereo not drawn)
 : 0	0	.	.
O=C(C1COc2ccccc2O1)N1CCN(c2ccc(F)cc2)CC1 (stereo not drawn)
 : 16	6	7	6
CC(C)(C)c1ccc(-c2nnc(SCC(=O)c3ccc4c(c3)OCCO4)o2)cc1
 : -6	-5	24	-5
COc1cccc(N2C(=O)Nc3ccccc3C2(O)C(=O)NCc2ccc3c(c2)OCO3)c1 (stereo not drawn)
 : 8	7	6	7
CCC(C)NC(=O)C1c2ccccc2C(=O)N1Cc1ccccc1OC (stereo not drawn)
 : 11	-10	1	-10
CCCc1cc(=O)[nH]c(Nc2ccc(OC)c(Cl)c2)n1
 : -1	-3	-7	-3
CC1CN(C(=O)c2ccc(C(=O)c3ccccc3)cc2)CC(C)O1 (stereo not drawn)
 : -2	-4	27	-4
CN(C)c1nc(OCCNC(=O)COc2ccc(Cl)cc2Cl)nc(N(C)C)n1
 : 9	11	-28	11
CCOCCCNS(=O)(=O)c1cc(Br)cc2c1N(C(=O)C1CC1)CC2
 : 24	-18	18	-18
Cc1cc(C)c(C#N)c(OCC(=O)c2ccc(Br)cc2)n1
 : 27	5	3	5
OCCn1c(C(F)(F)F)nc2ccccc21
 : .	.	-50	.
S=c1[nH]nc(-c2ccccc2)o1
 : 0	13	.	.
Cc1cccc(-c2nc3c(c(SCC(=O)N(C)C)n2)CCCC3)c1
 : -10	10	14	10
COc1cccc(-c2cc(C(F)(F)F)n3nc(N)nc3n2)c1
 : 9	22	3	22
O=C(O)C1CC(c2cccc(Br)c2)=NO1 (stereo not drawn)
 : -17	4	6	4
CCN1C(=O)c2cccc3c(NC(=O)c4ccc(S(=O)(=O)N5CCOCC5)cc4)ccc1c23
 : 15	10	31	10
CCOc1cc(-c2nc3cc(C)ccn3c2NCC2CCCO2)ccc1O (stereo not drawn)
 : -11	-3	26	-3
CCSc1nnc(NC(=O)c2ccccn2)s1
 : 66*	68*	82	68

# Some of the entries above in a different format:
canonical_smiles | Yeast growth tox | Yeast growth tox inhibition % | Yeast eIF2B | Yeast eIF2B mutant toxicity
CCN1C(=O)c2cccc3c(NC(=O)c4ccc(S(=O)(=O)N5CCOCC5)cc4)ccc1c23 | 15 | 10 | 31 | 10
CCOc1cc(-c2nc3cc(C)ccn3c2NCC2CCCO2)ccc1O (stereo not drawn) | -11 | -3 | 26 | -3

# 20 entries from above, reformatted.
compound	Yeast growth tox	Yeast growth tox inhibition %	Yeast eIF2B	Yeast eIF2B mutant toxicity
COc1ccc(C(=O)Nc2cc(Cl)ccc2Cl)c(OC)n1	11	4	20	4
O=C1c2ccccc2OC2(C=Cc3ccccc3O2)N1Cc1ccccc1 (stereo not drawn)	10	16	10	16
COC(=O)Cn1c(CCS(=O)(=O)c2ccc(C)c(C)c2)nc2ccccc21	34	14	24	14
S=C1N(c2ccccc2)C(c2cccc3ccccc23)N2CCCN12 (stereo not drawn)	0	0	.	.
O=C(C1COc2ccccc2O1)N1CCN(c2ccc(F)cc2)CC1 (stereo not drawn)	16	6	7	6
CC(C)(C)c1ccc(-c2nnc(SCC(=O)c3ccc4c(c3)OCCO4)o2)cc1	-6	-5	24	-5
COc1cccc(N2C(=O)Nc3ccccc3C2(O)C(=O)NCc2ccc3c(c2)OCO3)c1 (stereo not drawn)	8	7	6	7
CCC(C)NC(=O)C1c2ccccc2C(=O)N1Cc1ccccc1OC (stereo not drawn)	11	-10	1	-10
CCCc1cc(=O)[nH]c(Nc2ccc(OC)c(Cl)c2)n1	-1	-3	-7	-3
CC1CN(C(=O)c2ccc(C(=O)c3ccccc3)cc2)CC(C)O1 (stereo not drawn)	-2	-4	27	-4
CN(C)c1nc(OCCNC(=O)COc2ccc(Cl)cc2Cl)nc(N(C)C)n1	9	11	-28	11
CCOCCCNS(=O)(=O)c1cc(Br)cc2c1N(C(=O)C1CC1)CC2	24	-18	18	-18
Cc1cc(C)c(C#N)c(OCC(=O)c2ccc(Br)cc2)n1	27	5	3	5
OCCn1c(C(F)(F)F)nc2ccccc21	.	.	-50	.
S=c1[nH]nc(-c2ccccc2)o1	0	13	.	.
Cc1cccc(-c2nc3c(c(SCC(=O)N(C)C)n2)CCCC3)c1	-10	10	14	10
COc1cccc(-c2cc(C(F)(F)F)n3nc(N)nc3n2)c1	9	22	3	22
O=C(O)C1CC(c2cccc(Br)c2)=NO1 (stereo not drawn)	-17	4	6	4
CCN1C(=O)c2cccc3c(NC(=O)c4ccc(S(=O)(=O)N5CCOCC5)cc4)ccc1c23	15	10	31	10
CCOc1cc(-c2nc3cc(C)ccn3c2NCC2CCCO2)ccc1O (stereo not drawn)	-11	-3	26	-3

# These rows are one share of the data; rates above refer to the full screens.
